Screens from PubChem.
MazEF act – activators of E. coli MazEF toxin-antitoxin RNase. P0AE70. FAM/BHQ RNA-DNA oligo cleavage fluorescence, 5 h. activation, % at 20 µM. actives 0.32% (n = 350,000). AID 504720; in the data active means activation above about 50%
Target sequence (P0AE70 whole entry, looked up): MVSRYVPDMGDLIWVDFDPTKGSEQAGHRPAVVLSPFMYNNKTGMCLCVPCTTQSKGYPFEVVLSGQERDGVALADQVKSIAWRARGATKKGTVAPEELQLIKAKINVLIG
BioA inh – BioA (M. tuberculosis) enzyme inhibition; purified M. tuberculosis BioA enzyme, plate reader; inhibition, % at 9.99 µM; actives 0.096% (n = 360,000); AID 602481; in the data active means inhibition above about 40%; inconclusive means no clear call, values can overlap the other calls
FadD28 binding – blocks FadD28 binding to the bisubstrate probe. AID 588549. fluorescence polarization. inhibition, % at 12.5 µM. actives 0.22% (n = 360,000); in the data active means inhibition above about 8.5%, passing the limit was not always enough; inconclusive means no clear call, values can overlap the other calls
UGM FP inh – inhibitors of M. tuberculosis UDP-galactopyranose mutase; purified UGM, fluorescence polarization probe displacement; AID 504406; P9WIQ1; actives 0.06% (n = 320,000); inhibition, % at 10 µM; in the data active means inhibition above about 10%, passing the limit was not always enough; inconclusive means no clear call, values can overlap the other calls
CCHF vOTU inh – blocks the CCHF virus ovarian tumor domain protease. AID 651958. CCHFV vOTU protease, Pep-AMC fluorescence. inhibition, % at 11.5 µM. actives 0.55% (n = 370,000); further: 0% = vehicle wells with enzyme and 100% = no enzyme wells
DUSP3 inh – inhibitors of human VHR1 phosphatase (DUSP3). P51452. recombinant VHR phosphatase, pNPP absorbance. inhibition, % at 13.3 µM. actives 0.52% (n = 290,000). AID 1654; in the data active means inhibition above about 50%; further: some compounds called inactive have numbers as strong as hits
Target sequence (P51452 whole entry, looked up): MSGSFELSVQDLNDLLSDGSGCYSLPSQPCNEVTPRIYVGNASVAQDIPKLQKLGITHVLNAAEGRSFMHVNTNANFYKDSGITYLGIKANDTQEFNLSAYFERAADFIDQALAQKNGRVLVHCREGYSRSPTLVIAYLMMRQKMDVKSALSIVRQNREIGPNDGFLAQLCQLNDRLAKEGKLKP
Rv3671c inh – inhibitors of M. tuberculosis serine protease Rv3671c; P9WHR9; AID 2606; actives 0.048% (n = 320,000); inhibition, % at 5.96 µM; in the data active means inhibition above about 38%;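 further: extracellular domain of Rv3671c used as enzyme; 0% = enzyme with DMSO and 100% = no enzyme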
Target sequence (P9WHR9 whole entry, looked up, the tested form may be a part): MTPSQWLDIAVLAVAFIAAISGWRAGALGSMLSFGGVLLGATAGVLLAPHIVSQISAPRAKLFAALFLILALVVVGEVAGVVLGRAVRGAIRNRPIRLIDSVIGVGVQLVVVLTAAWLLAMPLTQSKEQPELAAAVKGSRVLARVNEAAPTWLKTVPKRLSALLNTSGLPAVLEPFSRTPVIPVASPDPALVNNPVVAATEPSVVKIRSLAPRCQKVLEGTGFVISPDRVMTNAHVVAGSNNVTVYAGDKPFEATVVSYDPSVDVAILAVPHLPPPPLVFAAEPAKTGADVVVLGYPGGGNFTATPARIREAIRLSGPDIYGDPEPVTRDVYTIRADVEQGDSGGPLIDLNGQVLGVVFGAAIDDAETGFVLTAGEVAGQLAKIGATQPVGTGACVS
Mtb FBA inh – Mtb fructose-bisphosphate aldolase inhibition. P9WQA3. purified M. tuberculosis FBA, fluorescence read-out. inhibition, % at 1 µM. actives 2.3% (n = 360,000); in the data active means inhibition above about 27%;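 further: 0% = vehicle and 100% = reference inhibitor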
Target sequence (P9WQA3 whole entry, looked up): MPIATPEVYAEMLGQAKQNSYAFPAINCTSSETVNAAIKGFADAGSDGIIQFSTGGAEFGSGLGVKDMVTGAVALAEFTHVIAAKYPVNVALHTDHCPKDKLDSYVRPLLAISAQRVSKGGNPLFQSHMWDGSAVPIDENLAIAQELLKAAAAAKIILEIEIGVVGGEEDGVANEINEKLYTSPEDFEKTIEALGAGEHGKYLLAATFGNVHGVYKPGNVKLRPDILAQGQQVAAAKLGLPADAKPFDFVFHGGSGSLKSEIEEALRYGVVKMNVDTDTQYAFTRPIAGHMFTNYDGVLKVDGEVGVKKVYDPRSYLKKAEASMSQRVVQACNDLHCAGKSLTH
GDH-TPI inh – counter-screen for M. tuberculosis FBA inhibitors: GDH-TPI coupled enzymes | GDH-TPI coupled enzyme counterscreen, NADH absorbance | inhibition, % at 4.8 µM | AID 588335 | actives 1.2% (n = 360,000);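 further: 0% = DMSO wells and 100% = wells lacking the enzyme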
BoNT-F LC inh – blocks Botulinum neurotoxin F light chain protease; Multiplex microsphere protease cleavage assay, flow cytometry; inhibition, % at 10 µM; actives 0.22% (n = 360,000); AID 588497; in the data active means inhibition above about 35%, passing the limit was not always enough; inconclusive means no clear call, values can overlap the other calls; further: plate controls were buffer without enzyme for full effect and enzyme alone for no effect
* marks the source's active call; other numbers are inactive results; ? = inconclusive; · = not tested or not shown. Unless noted, no stated cut-off is given here; in the data, active means inhibition above about 30%; inactive means the rest.

SMILES	MazEF act	BioA inh	FadD28 binding	UGM FP inh	CCHF vOTU inh	DUSP3 inh	Rv3671c inh	Mtb FBA inh	GDH-TPI inh	BoNT-F LC inh
COC(=O)c1cc(S(=O)(=O)NCC2CCN(Cc3cc(C)ccc3C)CC2)cn1C	1.7	-0.3	-2.1	-3.7	4.5	48.3	1.2	1.2	3.5	·
CCN(CC(=O)Nc1ccc(NC(C)=O)cc1)C(=O)C1(c2ccccc2)CC1	4.2	-2.2	-2.5	-0.1	-0.5	·	-9.3	-0.5	-3.0	-1.6
CCCCN(C)C(=O)c1sc2ncn(CC)c(=O)c2c1C	9.2	-1.6	-2.8	2.7	-1.6	0.1	0.0	-6.1	1.9	1.2
COc1ccc(OC)c(NS(=O)(=O)c2ccc(-n3cccn3)cc2)c1	-3.7	0.0	-4.5	·	-48.6	·	·	-1.4	-4.4	-15.8
O=C1OC(C(=O)Nc2ccccc2)Cc2ccccc21 (stereo not drawn)	14.2	-0.8	-1.0	1.2	8.5	20.6	1.7	0.6	-5.7	-0.5
Cn1c(SCCN2CCOCC2)nc2sc3c(c2c1=O)CCCC3	11.3	1.7	1.3	-0.1	-1.8	-7.8	-13.6	4.4	-20.0	12.3
CCn1nc(C(=O)Nc2ccccc2C)c(Cl)c1Cl	4.2	·	-2.5	0.2	-5.5	-10.7	3.3	0.9	0.9	1.6
CC(C)NC(=O)Nc1nnc([C@H]2C[C@H](O)[C@@H](CO)O2)s1	·	0.4	-0.1	·	-14.7	·	·	-2.2	4.0	2.0
O=C(OCCCCN1C(=O)c2ccccc2C1=O)c1n[nH]c2ccccc12	1.1	·	-2.5	0.6	6.6	17.1	-9.2	0.4	8.2	-8.9
S=c1[nH]ccn1Cc1ccccc1	1.6	-3.3	0.4	-1.9	12.7	9.3	4.3	-1.9	-1.9	2.6
O=C(NCc1ccccn1)C12CC3CC(CC(C3)C1)C2	6.5	·	1.3	0.5	-0.5	11.0	-9.9	-2.5	-3.6	-9.1
COc1ccc(CCC(=O)Nc2ncc(C)s2)cc1	3.2	·	-0.6	-0.5	-8.3	10.4	0.2	-1.7	6.7	-8.9
COc1ccccc1/C=C/C(=O)N1CCN(S(=O)(=O)c2cccs2)CC1	-2.0	-1.0	-3.0	0.0	5.5	·	-5.2	0.3	6.6	-3.9
CC1=NN(c2ccccc2)C(=O)C1N=Nc1cccc(O)c1 (stereo not drawn)	5.9	-2.1	0.1	-1.3	9.3	25.0	14.4	-1.9	9.4	?
Cc1ccc(CCNS(=O)(=O)c2ccc(C)cc2)cc1	-4.5	-0.3	-2.5	-0.8	20.0	7.6	-10.9	-1.7	1.9	11.5
COc1cccc(C(=O)COc2ccc(NC(=O)c3ccccc3)cc2)c1	6.4	1.1	-1.3	·	1.7	16.7	·	1.2	7.7	·
COc1ccc(CCN(C)CCCC(C#N)(c2cc(OC)c(OC)c(OC)c2)C(C)C)cc1OC (stereo not drawn)	1.7	1.2	-3.0	0.9	5.5	-6.8	-5.5	1.7	-4.3	-6.8
S=C(Nc1ccc2[nH]ccc2c1)NC1CCCCC1	5.4	0.9	-0.2	-0.7	-1.4	-9.3	10.6	3.9	-3.4	?
CCn1nc(NS(=O)(=O)c2ccccc2)c2cc3cccc(C)c3nc21	-0.2	0.2	-2.2	-0.2	12.3	8.5	0.1	-3.7	-12.4	0.8
N#C/C(=C\c1ccc(-c2nc3ccccc3s2)o1)C(N)=O	4.9	·	0.8	1.0	3.3	-31.9	-8.1	2.8	14.2	?
CC(C)c1oc(=O)cc2c1[C@@H](O)[C@H]1OC(=O)[C@@]3(C)CC[C@@H](O)[C@@]2(C)C13 (stereo partly drawn)	3.2	-1.1	-1.5	-0.4	3.2	8.6	3.5	5.1	12.6	-1.1
C/C(Cn1nnc([N+](=O)[O-])n1)=N\NC(=O)c1cccc(Cl)c1	3.0	-0.9	-3.6	-3.1	5.3	9.9	-6.2	-1.6	-2.5	-16.3
O=C(CSc1nnc(NC(=O)c2c(F)cccc2F)s1)NC1CC1	15.1	-2.1	-0.1	-3.5	1.5	8.0	7.8	0.9	-2.2	-10.1
CCCC(=O)N1CCN(c2ccc(NC(=O)c3cccs3)cc2Cl)CC1	-21.1	·	0.4	-0.4	3.1	43.7	7.8	-1.8	6.5	-2.7
O=C1c2oc3ccc(Br)cc3c(=O)c2C(c2cccc(F)c2)N1CCO (stereo not drawn)	5.1	0.4	-2.5	-1.0	13.7	6.7	-1.0	-7.2	6.7	-16.0

A few values from the list:
Result of CCCCN(C)C(=O)c1sc2ncn(CC)c(=O)c2c1C in GDH-TPI inh: 1.9
Result of CC(C)NC(=O)Nc1nnc([C@H]2C[C@H](O)[C@@H](CO)O2)s1 in BoNT-F LC inh: 2.0
Result of COC(=O)c1cc(S(=O)(=O)NCC2CCN(Cc3cc(C)ccc3C)CC2)cn1C in CCHF vOTU inh: 4.5

Additional results follow:
SMILES	MazEF act	BioA inh	FadD28 binding	UGM FP inh	CCHF vOTU inh	DUSP3 inh	Rv3671c inh	Mtb FBA inh	GDH-TPI inh	BoNT-F LC inh
COc1cc2c(cc1OC)CN(Cc1ccc(C)s1)CC2	0.7	1.7	0.1	-2.7	12.3	24.9	2.5	4.2	-1.9	12.1
CCOc1c(Br)cc(C(=O)NCCCn2ccnc2)cc1OC	9.7	1.7	·	0.9	11.0	·	-8.1	-1.5	-5.5	-34.5
CC(=O)c1cccc(NC(=S)NC(=O)c2cccc(C)c2)c1	-4.9	-0.8	-0.6	-2.1	8.9	-5.7	-11.3	-1.3	5.4	2.8
Nc1ccc2nn(-c3ccc(F)cc3)nc2c1	6.1	-1.9	-0.1	-0.5	-150.7	12.6	-6.8	37.2*	17.3	-2.1
Cc1nc2c(-c3ccccc3)c(C)nn2c(C)c1CCC(=O)N1CCOCC1	4.0	2.7	0.2	0.2	2.1	17.7	3.5	0.6	1.8	9.6
Cc1nc2sc(C#N)c(N)c2c2c1CCCC2	0.8	-2.1	-3.0	0.9	-21.7	-4.5	-13.4	36.0*	-0.6	-12.5
CC(=O)c1ccc(NC(=O)c2cc(-c3cccs3)on2)cc1	-48.2	-2.1	0.9	-0.5	2.0	42.9	7.4	1.8	3.8	-2.8
Cc1ccccc1NC(=O)CSc1n[nH]c(-c2ccccn2)n1	-0.7	-0.6	-2.8	-0.3	24.0	16.7	-7.9	-0.8	-2.1	-12.5
COc1ccc(N2CCN(C(=O)CSc3nnc(NC(=O)C4CCC4)s3)CC2)cc1	-0.1	-3.7	-0.3	0.2	-3.7	19.8	0.6	0.7	29.3	-2.4
Cn1c2ccccc2c2nn(-c3ccccc3)c(=O)cc21	4.2	-2.0	-1.7	0.0	3.9	14.5	-1.9	0.3	0.4	-3.3
CC(C)OCCCN1C(=O)c2[nH]nc(-c3ccccc3O)c2C1c1cccc(Cl)c1 (stereo not drawn)	1.1	·	-3.3	-4.4	3.3	10.5	-3.2	0.3	-1.5	-4.4
CC(c1ccccc1)N1CCN(C(=O)CCl)CC1 (stereo not drawn)	0.6	2.5	-3.8	2.9	-0.6	16.7	5.7	2.2	-1.6	-3.4
Cc1ccc(N2CC(C(=O)N3CCN(Cc4ccc5c(c4)OCO5)CC3)CC2=O)cc1 (stereo not drawn)	11.1	12.5	-2.0	-0.9	10.4	6.9	-1.9	-1.6	-1.5	8.4
O=C(c1ccco1)N1CCN(C(c2ccccc2)c2nnnn2C2CCCC2)CC1 (stereo not drawn)	-0.9	0.4	-0.2	-2.9	7.5	-9.6	2.9	-3.4	2.9	-3.5
O=C(OCc1cccc(C(F)(F)F)c1)c1ccc[nH]c1=O	3.3	-0.8	-2.5	-2.2	-8.6	10.2	2.3	-7.7	-9.6	-20.6
N#CCCn1cc(C(=O)N2CCCCC2)c(-c2ccc([N+](=O)[O-])cc2)n1	5.3	1.4	1.1	-1.0	-0.1	9.3	13.8	2.4	7.5	-3.8
COc1cccc(C2=NN(C(=O)C3CC3)C(O)(C(F)(F)F)C2)c1 (stereo not drawn)	-0.6	0.4	-2.1	·	9.1	·	·	4.2	7.1	-2.4
Cc1ccc(-c2nc(CS(=O)(=O)CC(=O)NCc3ccc4c(c3)OCO4)c(C)o2)cc1	9.5	0.0	-2.6	-0.1	-10.2	9.7	4.3	0.4	-7.9	3.3
CC(=O)N1CCN(c2ccc(NS(=O)(=O)c3ccc(C)cc3)cc2)CC1	9.1	-0.9	-2.5	2.9	9.0	26.0	-6.6	0.1	-0.4	-55.7
NS(=O)(=O)c1ccc(S(=O)(=O)N2CCCC(c3ccccc3)C2)cc1 (stereo not drawn)	2.6	-0.1	-3.1	·	-0.7	·	·	6.0	15.0	-0.8
CCOc1ccc(C(=O)NC(C)C2COc3ccccc3O2)cc1 (stereo not drawn)	3.7	2.0	-3.4	-0.7	3.6	19.8	-4.5	2.2	-10.2	-2.1
COc1ccccc1Nc1nnc(SCC(=O)c2c(N)n(C3CC3)c(=O)[nH]c2=O)s1	-2.0	-1.0	-5.0	1.0	0.2	·	-1.6	-1.7	2.2	-10.5
COC(=O)[C@@]12CCCN1[C@H](c1ccc(-c3ccccc3)cc1)[C@H]1C(=O)N(C)C(=O)[C@H]12	-3.1	-3.6	-3.4	-0.4	-6.1	·	-7.6	4.2	7.6	2.7
Cc1ccc2c(c1)N(C(=O)CCC(=O)NCc1ccccc1)CC(C)O2 (stereo not drawn)	8.2	0.1	-0.3	-1.2	8.7	21.2	2.2	2.2	12.9	-1.1
O=C(NCc1nnc(SCC(=O)N2CCCCCC2)o1)c1ccco1	0.7	-1.4	-1.1	-0.7	7.3	12.5	2.7	-3.0	-2.0	-18.9

In a second layout: results already given.
mol,MazEF act,BioA inh,FadD28 binding,UGM FP inh,CCHF vOTU inh,DUSP3 inh,Rv3671c inh,Mtb FBA inh,GDH-TPI inh,BoNT-F LC inh
S=c1[nH]ccn1Cc1ccccc1,1.6,-3.3,0.4,-1.9,12.7,9.3,4.3,-1.9,-1.9,2.6
O=C(NCc1ccccn1)C12CC3CC(CC(C3)C1)C2,6.5,·,1.3,0.5,-0.5,11.0,-9.9,-2.5,-3.6,-9.1

Later entries:
SMILES	MazEF act	BioA inh	FadD28 binding	UGM FP inh	CCHF vOTU inh	DUSP3 inh	Rv3671c inh	Mtb FBA inh	GDH-TPI inh	BoNT-F LC inh
NC(=O)c1ccccc1NC(=O)Nc1cccc(Cl)c1Cl	-8.0	0.3	-1.0	1.2	-4.0	2.6	-1.6	9.1	-1.1	4.4
CN=c1scc(-c2ccc(Cl)cc2)n1C	3.1	·	-1.7	2.9	-10.7	11.9	6.3	-2.0	19.2	-4.1
COc1ccccc1NC(=O)COC(=O)Cn1cnc2c1c(=O)n(C)c(=O)n2C	3.3	0.1	·	2.6	7.3	·	-18.4	-4.2	5.4	-4.8
COc1ccc(C2C(C(C)=O)=C(O)C(=O)N2c2ccc(Br)cn2)cc1 (stereo not drawn)	3.1	1.4	2.0	0.0	9.8	21.9	-9.4	-0.3	16.7	-14.2
CN1CCN(Cc2c(C#N)c3ccccc3n2C)CC1	0.6	0.1	-3.5	1.9	9.9	14.7	0.5	-1.3	-3.9	0.5
CCOC(=O)c1c(NC(=O)CSc2nnc(-c3c[nH]c4ccccc34)n2C)sc2c1CCCC2	-12.9	1.1	3.1	-2.2	-9.5	-3.6	0.4	2.2	-2.7	-8.0
CCOC(=O)c1cc2c(C)n(-c3ccc(OCC)cc3)c(C)c2ccc1=O	-2.5	4.5	0.6	0.6	-0.1	20.5	-4.7	2.0	13.8	·
COc1ccc(S(=O)(=O)Nc2ccccc2C(=O)OC2CCCN(C)C2)cc1OC (stereo not drawn)	-6.4	-0.1	1.1	-4.4	-7.6	0.0	8.0	5.4	0.0	-2.4
O=C(COc1coc(CN2CCN(c3ccc(F)cc3)CC2)cc1=O)Nc1ccccc1	2.0	-1.4	-1.0	-2.9	-3.7	·	2.0	-1.2	2.2	-7.5
Cc1ccc(/C=C/c2nc3ccccc3c(=O)n2CCc2ccccc2)cc1	-22.2	-2.7	0.1	1.0	14.5	2.9	2.4	-2.2	4.4	-12.5
Cc1ccc(S(=O)(=O)Oc2ccc(/C=N/NC(=O)c3ccncc3)cc2)cc1	2.2	-1.2	-2.9	0.3	11.1	23.6	-10.2	0.2	0.3	-2.4

Rows are unselected; about 4.9% have a hit in one of these screens.
